# STK33 kinase inh: human STK33 kinase inhibition; Q9BYT3; purified STK33, MBP phosphorylation, ADP-Glo luminescence; 320,000 compounds, 0.073% hits; inhibition, % at 10 µM;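 active = inhibition at or above 25%, using the most active replicate where run in duplicate; inactive = inhibition below 25%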
# OX1R antag: antagonists of human orexin 1 receptor (OX1R). O43613. OX1R-expressing cells, FRET antagonist read-out. inhibition, % at 6.6 µM. 330,000 compounds, 1.8% hits. AID 485270; in the data active = inhibition mostly above about 38%, no sharp cut-off; inactive = mostly below about 40%;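 note: 0% = agonist challenge alone and 100% = reference antagonist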
# KCNQ2 block: KCNQ2 channel blockers in CHO-K1 cells – cell-based, FluxOR thallium flux, B-score, primary screen (AID 2156); 20 min; active compounds read low; 310,000 compounds, 1.1% hits; O88943; B-score at 10 µM;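 active = fluorescence ratio B-score at most minus 3 library SDs, with starting brightness B-score within 2 library SDs, cut at about -5.5 in these data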
# Target sequence (O88943 whole entry, looked up): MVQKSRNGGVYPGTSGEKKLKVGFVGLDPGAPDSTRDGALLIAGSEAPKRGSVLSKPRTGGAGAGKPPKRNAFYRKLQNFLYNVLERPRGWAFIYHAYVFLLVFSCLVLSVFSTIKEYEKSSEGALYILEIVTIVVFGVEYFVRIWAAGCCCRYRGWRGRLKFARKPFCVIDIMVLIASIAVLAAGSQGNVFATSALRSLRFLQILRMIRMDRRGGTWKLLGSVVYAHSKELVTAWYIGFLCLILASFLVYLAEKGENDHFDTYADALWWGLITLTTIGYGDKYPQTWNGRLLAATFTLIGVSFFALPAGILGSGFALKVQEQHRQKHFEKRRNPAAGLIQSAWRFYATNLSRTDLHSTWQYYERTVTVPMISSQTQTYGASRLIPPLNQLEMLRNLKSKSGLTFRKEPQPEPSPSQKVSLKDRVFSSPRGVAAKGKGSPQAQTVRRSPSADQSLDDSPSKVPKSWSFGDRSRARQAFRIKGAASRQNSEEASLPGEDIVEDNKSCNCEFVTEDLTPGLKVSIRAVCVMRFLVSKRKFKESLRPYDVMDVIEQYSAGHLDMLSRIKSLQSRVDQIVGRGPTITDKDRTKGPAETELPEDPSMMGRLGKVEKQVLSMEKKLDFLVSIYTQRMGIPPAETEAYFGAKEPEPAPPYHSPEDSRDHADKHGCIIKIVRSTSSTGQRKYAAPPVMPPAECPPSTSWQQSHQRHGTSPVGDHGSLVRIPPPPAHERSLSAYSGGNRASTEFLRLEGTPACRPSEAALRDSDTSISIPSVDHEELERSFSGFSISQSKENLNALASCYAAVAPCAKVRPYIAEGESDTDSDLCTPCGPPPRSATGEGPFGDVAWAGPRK
# * marks the source's active call; other numbers are inactive results; i = inactive; / = no result given.
STK33 kinase inh | compound | OX1R antag | KCNQ2 block
-1.2 | CCOc1ccc(-n2c([S-])c(C(=O)Nc3ccc(S(=O)(=O)N4CCOCC4)cc3)[n+]3cc(C(N)=O)ccc23)cc1 | 14 | i
-0.2 | COc1ccc(-c2c3c(nc4sc(C(=O)Nc5ccccc5)c(N)c24)CCC3)cc1 | 19 | i
0.1 | COc1ccc(-c2[nH]ncc2[C@@H]2C[C@H]3CN(Cc4ccccc4C)C(=O)[C@]34CCCN24)cc1 | 4 | i
9.1 | O=C1Nc2ccccc2N=C(c2ccccc2)C1Br (stereo not drawn) | 46 | i
-0.8 | Cc1cc(-c2ccc(C)c(S(=O)(=O)N3CCN(C(=O)c4ccco4)CC3)c2)on1 | 8 | i
-1.6 | CCc1nc(SCC(=O)NCc2ccccc2)c2c(=O)n(C)c(=O)n(C)c2n1 | 7 | i
-1.8 | COc1cc(C(C)=O)ccc1OCC(=O)OCC(=O)c1cc(C)n(CC2CCCO2)c1C (stereo not drawn) | 1 | /
-1.8 | CC(C)(C)n1nnnc1C(c1cccs1)N(Cc1cccnc1)Cc1ccco1 (stereo not drawn) | 13 | i
-0.9 | Cc1ccc(Cl)cc1N1CCN(C(=O)CN2C(=O)c3cccc4cccc2c34)CC1 | 16 | i
-0.4 | COc1ccc(C(=O)NNS(=O)(=O)c2ccc(OC)cc2)cc1 | 27 | i
-0.6 | NC(=O)Nc1ccc(C(=O)OCC(=O)Nc2cccc(S(=O)(=O)NC3=NCCCCC3)c2)cc1 | 14 | i
-0.5 | CCOC(=O)C1=C(COC(=O)[C@H](C)NS(=O)(=O)c2ccc(NC(C)=O)cc2)NC(=O)NC1C (stereo partly drawn) | 2 | /
-0.6 | CCOc1ccc(C2=CSC3=NCCN23)cc1 | 4 | i
0.2 | O=C(COC(=O)CCC(=O)c1cccs1)Nc1cccc(S(=O)(=O)N2CCOCC2)c1 | 16 | i
0.1 | COCCNC(=O)C(c1cccs1)N(C(=O)Cn1nnc2ccccc21)c1cccc(C(C)=O)c1 (stereo not drawn) | 21 | i
-1.7 | O=C(CSc1nncs1)NC(=O)NCc1ccco1 | 2 | i
-2.0 | COc1cc(CC(=O)Nc2ccc(S(=O)(=O)Nc3ncccn3)cc2)cc(OC)c1OC | 9 | i
0.4 | COc1ccccc1C(=O)NCCC(=O)N1CCN(S(=O)(=O)c2ccc(Cl)cc2)CC1 | 20 | /
-1.8 | Cn1c(N)c(C(=O)COC(=O)CCOc2ccc(C(C)(C)C)cc2)c(=O)n(C)c1=O | 12 | i
4.6 | O=C1c2ccccc2C(=O)c2[nH]c(=O)[nH]c21 | 82* | i
-0.7 | CN(C(=O)Cn1cccc1C1=NC(c2ccccc2)CO1)c1ccccc1 (stereo not drawn) | 22 | i
-2.5 | O=C(O)C1C2C=CC(C2)C1C(=O)Nc1cccc(C(F)(F)F)c1 (stereo not drawn) | 1 | i
1.2 | O=C(c1ccccc1F)N1CCCC(C(=O)N2CCc3ccccc3C2)C1 (stereo not drawn) | 6 | i
-0.4 | COc1cccc(Oc2cc(NN3CCCCC3)c([N+](=O)[O-])cc2[N+](=O)[O-])c1OC | 26 | i
-0.7 | COc1ccc(CNC(=O)COC(=O)c2nc3nc(C)cc(C)n3n2)cc1 | -2 | /

# Brought forward from above: 7 compounds; new compounds follow.
STK33 kinase inh | compound | OX1R antag | KCNQ2 block
-1.8 | Cn1c(N)c(C(=O)COC(=O)CCOc2ccc(C(C)(C)C)cc2)c(=O)n(C)c1=O | 12 | i
4.6 | O=C1c2ccccc2C(=O)c2[nH]c(=O)[nH]c21 | 82* | i
-0.7 | CN(C(=O)Cn1cccc1C1=NC(c2ccccc2)CO1)c1ccccc1 (stereo not drawn) | 22 | i
-2.5 | O=C(O)C1C2C=CC(C2)C1C(=O)Nc1cccc(C(F)(F)F)c1 (stereo not drawn) | 1 | i
1.2 | O=C(c1ccccc1F)N1CCCC(C(=O)N2CCc3ccccc3C2)C1 (stereo not drawn) | 6 | i
-0.4 | COc1cccc(Oc2cc(NN3CCCCC3)c([N+](=O)[O-])cc2[N+](=O)[O-])c1OC | 26 | i
-0.7 | COc1ccc(CNC(=O)COC(=O)c2nc3nc(C)cc(C)n3n2)cc1 | -2 | /
-0.8 | O=C(/C=C/c1ccccc1)NCCSCc1ccccc1Cl | 27 | i
-0.1 | O=C(Cn1nnc(-c2ccc(OCc3ccccc3F)cc2)n1)N1CCOCC1 | 3 | i
-1.7 | CCn1cc(/C=C(\NC(=O)c2ccccc2F)C(=O)N2CCOCC2)c2ccccc21 | 5 | i
-0.6 | Cc1onc(-c2ccc(Cl)cc2)c1-c1ccnn1S(=O)(=O)c1cccc(C(F)(F)F)c1 | 11 | i
-0.8 | Cc1ccc(C=NCc2ccncc2)c(O)c1 | 2 | i
2.8 | CC(C)(C)Sc1ccc([N+](=O)[O-])cc1C(=O)Nc1ccncc1 | 21 | i
-0.2 | Cc1nn(-c2ccccc2)nc1C(=O)Nc1ccc2c(c1)OCCO2 | 32 | i
-0.3 | Cc1cccc(NC(=O)CC2C(=O)NCCN2C(=S)Nc2ccccc2)c1 (stereo not drawn) | 20 | i
-2.0 | C=CCn1c(=O)c2c(nc3n2CC(C)CN3CCc2ccccc2)n(C)c1=O (stereo not drawn) | 7 | i
-2.4 | Cc1ccc(S(=O)(=O)NC(C)C(c2cccs2)N2CCN(c3ccccc3)CC2)cc1 (stereo not drawn) | -1 | i
-0.6 | O=C(CCCCCN1C(=O)c2ccccc2C1=O)NCc1ccccn1 | 19 | i
-3.1 | CC1=Nc2cc(C(=O)NCCCOC(C)C)ccc2Sc2ccc(C)cc21 | 7 | i
-1.2 | CC1(OC(=O)C2CCCC2)C(=O)C=C2C=C(c3ccsc3)N(CCc3ccccn3)C=C2C1=O (stereo not drawn) | 16 | i
0.5 | CC(=O)N1CCN(c2ccc(NC(=O)c3ccc(C(C)(C)C)cc3)cc2)CC1 | 0 | i
-0.6 | Cc1nnsc1NC(=O)OCc1ccc(C(F)(F)F)cc1 | 9 | i
-0.2 | Cc1c(NC(=O)c2cnn3c2NC(c2ccccc2)CC3C(F)(F)F)c(=O)n(-c2ccccc2)n1C (stereo not drawn) | 10 | i
-0.5 | O=C(NC1CC1)C1CC(=O)N(C2CCCCC2)C1 (stereo not drawn) | 2 | i
-0.9 | CC(C)(CNCc1ccccc1)NS(=O)(=O)c1ccccc1 | 8 | /
-0.1 | CC1CCN(c2ccc(-c3cccc(NC(=O)c4ccco4)c3)nn2)CC1 | 22 | i
-1.4 | COc1ccc(N2CC(C(=O)Nc3c4c(nn3-c3ccccc3)CS(=O)(=O)C4)CC2=O)cc1 (stereo not drawn) | 7 | i
0.9 | COc1ccccc1N1CCN(C(=O)C2C3C=CC4(CN(Cc5ccccc5Cl)C(=O)C24)O3)CC1 (stereo not drawn) | 1 | i
-0.3 | [O-]/[N+](=C\C=C\c1ccccc1)c1ccccc1 | -3 | i
0.5 | CC(=O)c1ccc(NS(=O)(=O)c2cccc(C)c2)cc1 | 11 | i
-0.6 | CN(CC(=O)OCC(=O)c1c(N)n(C)c(=O)n(C)c1=O)S(=O)(=O)c1ccc(Cl)cc1 | 6 | i
0.5 | CCOc1ccccc1NC(=O)NC1(C(=O)N2CCN3CCCC3C2)CCCCC1 (stereo not drawn) | 14 | i
1.7 | COc1ccc(/C(O)=C2/C(=O)C(=O)N(CCCN3CCOCC3)C2c2ccc(OC)cc2)cc1 (stereo not drawn) | 7 | i
-0.2 | CN(c1ccccc1C(=O)Nc1cccc(C(F)(F)F)c1)S(C)(=O)=O | 13 | i
-2.0 | Cc1csc(/C(=N\O)c2csc(C)n2)n1 | 17 | i
-0.5 | CC(C)Cc1nnc(NC(=O)CCC(=O)NC2CCCCC2)s1 | -1 | i
-0.3 | O=c1ccc(-c2ccc(S(=O)(=O)Nc3cccc(Br)c3)o2)n[nH]1 | 20 | i
-1.1 | Cc1ccc(C)c(C(=O)COc2ncnc3ccccc23)c1 | 7 | i
0.2 | Cc1ccc(NC(=O)CCCn2c(=O)[nH]c3ccsc3c2=O)cc1 | 24 | i
-2.4 | CCC1CCCCN1CCNC(=O)C1CCCN(S(=O)(=O)c2cccc3nsnc23)C1 (stereo not drawn) | 42 | i
-0.5 | CCc1ccc(N(C(=O)c2csnn2)C(C(=O)NC(C)(C)C)c2ccncc2)cc1 (stereo not drawn) | 9 | i
1.3 | COCc1nnc(NC(=O)c2sc3ccccc3c2Cl)s1 | 14 | i
-1.0 | Cc1ccc(S(=O)(=O)N2CCC(C(=O)NCc3ccccc3CN3CCCC3)CC2)cc1C | 8 | /
0.5 | NC(=O)C1CCN(C2OC(=O)c3ccccc32)CC1 (stereo not drawn) | -2 | i
0.2 | COc1ccc(Cn2nnc3ccccc32)cc1 | 21 | i
-5.4 | O=C(O)c1cc(NS(=O)(=O)c2cccs2)cc(NS(=O)(=O)c2cccs2)c1 | -1 | /
1.2 | Cc1nn(C)c(C)c1NC(=O)COc1ccc(F)cc1Br | 1 | /
-0.2 | Cc1nc2sccn2c(=O)c1S(=O)(=O)NCc1ccccc1 | 9 | i
-0.1 | Cc1ccc(S(=O)(=O)N2CCN(C(=O)NCc3ccc(F)cc3)CC2)c(C)c1 | 4 | i
0.1 | CC(=O)c1ccc(N2CCN(C(=O)[C@H](C)NC(=O)c3ccccc3Cl)CC2)cc1 | 17 | i
-2.0 | O=C(COC(=O)c1cccnc1Cl)c1ccc(Cl)cc1Cl | 16 | i
-1.4 | CCOc1ccc(C2C=C(c3ccc(F)cc3)Nc3ncnn32)cc1 (stereo not drawn) | 32 | i
-2.1 | CS(=O)(=O)N(CC(=O)NCC1CCCO1)c1cc(Cl)ccc1Cl (stereo not drawn) | -2 | i
-0.8 | CC(C)c1cc(C(=O)N2CCCC(Nc3ccc(F)c(F)c3)C2)nc(N)n1 (stereo not drawn) | 13 | i
1.0 | CCOC(=O)c1c(-c2ccc(OC)cc2)csc1NC(=O)CCN1CCOCC1 | 26 | i
-1.5 | Cc1ccc(N=C2NC(=O)/C(=C/c3cccs3)S2)cc1C | 67 | i
0.7 | COc1ccc(C(=O)COC(=O)CN2C(=O)C3CC=CCC3C2=O)c(OC)c1 (stereo not drawn) | 1 | /

# One compound at a time, from the list above. Order of screens: STK33 kinase inh, OX1R antag, KCNQ2 block
# Profile of CS(=O)(=O)N(CC(=O)NCC1CCCO1)c1cc(Cl)ccc1Cl (stereo not drawn) → -2.1, -2, i
# Profile of Cc1nn(C)c(C)c1NC(=O)COc1ccc(F)cc1Br → 1.2, 1, /
# Profile of Cc1ccc(C)c(C(=O)COc2ncnc3ccccc23)c1 → -1.1, 7, i
# Profile of O=c1ccc(-c2ccc(S(=O)(=O)Nc3cccc(Br)c3)o2)n[nH]1 → -0.3, 20, i
# Profile of CCOc1ccc(C2C=C(c3ccc(F)cc3)Nc3ncnn32)cc1 (stereo not drawn) → -1.4, 32, i

# Continued:
STK33 kinase inh | compound | OX1R antag | KCNQ2 block
-0.5 | CC(CNC(=O)CN1C(=O)NC2(CCOc3ccccc32)C1=O)c1ccccc1 (stereo not drawn) | 10 | /
1.3 | S=c1nc[nH]c2c1cnn2-c1ccccc1 | 8 | i
-2.3 | CCOC(=O)CN(C(=O)CNC(=O)c1ccco1)C(C(=O)NC1CCCCC1)c1cccnc1 (stereo not drawn) | 10 | i
-1.9 | CCOc1ccc(S(=O)(=O)N2CCN(c3ccccc3OC)CC2)c2cccnc12 | 16 | i
-1.4 | CC(C)c1ccc(NC(=O)C2CC(=O)N=C(N)S2)cc1 (stereo not drawn) | 12 | i
-1.4 | CCCCn1nc(C(=O)Nc2c(C)n(C)n(-c3ccccc3)c2=O)c2ccccc2c1=O | -2 | /
4.0 | Cc1ccc(S(=O)(=O)Cc2cc(F)c([N+](=O)[O-])cc2[N+](=O)[O-])cc1 | 41* | i
-1.1 | O=C(O)/C=C/c1cn(-c2ccccc2)nc1-c1ccc(-c2ccc([N+](=O)[O-])cc2)o1 | 6 | i
-1.0 | COCc1cc(C)nc2sc(C(=O)Nc3cccc(OC)c3)c(N)c12 | 39* | i
-1.8 | Cc1nn(C)c(C(=O)Nc2ccc(Cl)c([N+](=O)[O-])c2)c1Cl | 5 | i
-0.7 | Cc1ccc(-c2csc3nc(CSc4nnc(-c5ccc(Cl)cc5)n4C)[nH]c(=O)c23)cc1 | 19 | i
-1.2 | N#Cc1nc(COc2cccc(Cl)c2)oc1NCc1ccco1 | 22 | i
1.0 | CCN1CCN(S(=O)(=O)c2ccc3[nH]c(=O)oc3c2)CC1 | 7 | i
1.1 | C=CCSc1nnc2c(n1)OC=Nc1ccc(Br)cc1-2 | 10 | i
-1.2 | CCOC(=O)c1cccc(NC(=O)CSc2nc3ccccc3c(=O)n2CCOC)c1 | 15 | /
-0.4 | S=C(NNc1ccnc2cc(Cl)ccc12)Nc1ccc(Cl)cc1Cl | 6 | i
2.0 | Cc1nn(CC(=O)O)c(C)c1[N+](=O)[O-] | 19 | i
-0.1 | COc1ccc(C2C(C(=O)N3CCCCC3)CC(=O)N2c2ccc(OC)cc2)cc1 (stereo not drawn) | 20 | i
-0.8 | Cc1ccc(OCc2ccc(C(=O)Nc3nc4ccccc4n3Cc3ccccc3)o2)c([N+](=O)[O-])c1 | 18 | i
-0.5 | CCSc1nnc(NC(=O)CSc2nnc(CNC(=O)c3ccc(OC)cc3)o2)s1 | 11 | i
-0.5 | CC(C)(C)n1nnnc1CN1CCSCC1 | 7 | i
/ | COc1cc(NS(=O)(=O)c2cc3[nH]c(=O)c(=O)[nH]c3cc2C)cc(OC)c1OC | 12 | i
-1.3 | CCCCC(C(=O)NC(=O)NCc1ccccc1)N1C(=O)c2ccccc2C1=O (stereo not drawn) | 5 | i
0.2 | O=C(CC(c1ccc(F)cc1)c1ccco1)N1CCOCC1 (stereo not drawn) | 4 | i
-0.2 | Cc1nc(C(=O)N2CCC(n3nccc3NC(=O)Nc3ccccc3Cl)CC2)cs1 | 3 | i
-1.8 | COc1ccc(-n2cnnc2SCC(=O)NCc2cccs2)cc1 | 15 | i
